# Screens: PubChem, National Center for Advancing Translational Sciences (NCATS)
# DT40 TDP1 CPT: DT40-hTDP1 cell growth loss with CPT; chicken DT40 Tdp1-/-;hTDP1 cells + 20 nM CPT, ATP luminescence, 48 h; Potency, µM (top dose mostly 46.2 µM), for the others: at the highest dose activity change, negative = growth inhibition, most hits filed as inhibitors; 420,000 tested, 12% active; AID 686979; note: nearly all actives have a fitted effect of over 55% in size
#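 Chicken DT40 Tdp1-/- cells complemented with human TDP1, 400 cells/well, exposed to compounds plus 20 nM camptothecin for at least 48 h at 37 C; viability read as ATP content by CellTiter-Glo luminescence.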
# FEN1 inhibitor: blocks human flap endonuclease 1. P39748. AID 588795. Recombinant FEN1 flap cleavage, fluorescence, 15 min. 390,000 tested, 0.35% active. Potency, µM (top dose mostly 114 µM), inactives show at the top dose activity change, negative = inhibition, actives largely listed as inhibitors; note: nearly all actives have a fitted effect of over 65% in size
# Target sequence (P39748 whole entry, looked up): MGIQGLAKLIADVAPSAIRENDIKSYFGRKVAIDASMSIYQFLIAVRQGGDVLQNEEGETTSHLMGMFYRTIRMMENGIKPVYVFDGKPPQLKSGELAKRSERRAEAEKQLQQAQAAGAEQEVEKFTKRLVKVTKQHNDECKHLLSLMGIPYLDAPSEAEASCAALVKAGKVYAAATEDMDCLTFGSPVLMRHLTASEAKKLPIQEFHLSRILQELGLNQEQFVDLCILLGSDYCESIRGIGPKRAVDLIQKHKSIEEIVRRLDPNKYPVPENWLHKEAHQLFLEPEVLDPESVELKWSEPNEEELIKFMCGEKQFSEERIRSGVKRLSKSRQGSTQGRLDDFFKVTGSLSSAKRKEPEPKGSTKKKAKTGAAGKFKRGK
#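 Nuclease activity of 10 nM FEN1 was measured after 15 min of room-temperature exposure to titrated compounds, by adding 50 nM flap substrate and reading plates at 0 and 15 min.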
# N370S GC: inhibitors or activators of N370S glucocerebrosidase for Gaucher disease; P04062; N370S GC spleen homogenate, 4MU-glucoside fluorescence; Potency, µM (highest dose often 59.4 µM), inactives show at the top dose activity change, negative = inhibition, usual class: inhibitors; 330,000 tested, 0.092% active; AID 2101;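 note: 0% = full enzyme activity and -100% = no enzyme basal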
# * marks the source's active call; other numbers are inactive results; ? = inconclusive; / = not tested or not shown; & = joins results of further samples. Calls come from the whole dose curve; as a rule, active = well fitted curve in the direction sought with a large enough effect; inconclusive = small, poorly fitted or top-dose-only effect, or another doubt; inactive = no such curve, though single readings can be large; an effect the other way counts as inactive or inconclusive. Unless noted, % is set by controls: 0 for no effect and ±100 for the full control effect; potency is the fitted concentration of half-maximal effect. The list is partial (hit frequency here may not be typical).
SMILES,DT40 TDP1 CPT,FEN1 inhibitor,N370S GC
COc1ccc(C2=NOC(C(=O)Nc3c(C)n(C)n(-c4ccccc4)c3=O)C2)cc1 (stereo unspecified),8%,0%,-1%
CCOc1ccc(CCNC(=O)COC(=O)c2sccc2C)cc1OCC,?,-5%,-6%
Cc1ccccc1Nc1sc(C(=O)Nc2cccc(Cl)c2)c(N)c1C(N)=O,19%,-14%,-16%
COc1ccc(NC(=O)CCN2CCN(S(=O)(=O)c3ccc(Cl)cc3)CC2)cc1,-23%,2%,-2%
CC(NC(=O)COC(=O)c1cc(S(=O)(=O)N2CCOCC2)ccc1F)c1ccccc1 (stereo unspecified),11%,6%,/
O=C(/C=C/c1ccccc1)c1ccc2c3c(cccc13)CC2,?,-5%,23%
O=C(NCc1ccc(F)cc1)C(=O)NCC1OCCCN1S(=O)(=O)c1cccs1 (stereo unspecified),-11%,19%,1%
CCOc1ccc(C2N(c3ccc(OC)cc3)C(=O)C3CCCN32)cc1OC (stereo unspecified),-8%,2%,0%
Cc1ccc(NS(=O)(=O)c2cccc(C(=O)NNC(=O)c3ccco3)c2)c(C)c1,-23%,1%,0%
CNC[C@H]1Oc2ccc(NC(=O)Cc3cn(C)c4ccccc34)cc2CC(=O)N([C@@H](C)CO)C[C@H]1C,-16%,7%,/
CC(C)c1ccc(OCC(O)CN2CCN(c3ccccc3)CC2)cc1 (stereo unspecified),?,-19%&2%,-24%
CC1(C)SC(=S)N(/N=C/c2ccccc2)C1N(O)C(=O)Nc1ccc([N+](=O)[O-])cc1 (stereo unspecified),16µM*,-1%,-6%
O=c1c2ccccc2nnn1CSc1nnc(C2COc3ccccc3O2)n1-c1ccccc1 (stereo unspecified),21µM*,15%,-12%
CN1/C(=C\C(=O)Nc2ccc(Br)cc2)C(C)(C)c2ccccc21,?,-17%,11%
CCCCc1ccc(Nc2cc(C)nc(-n3nc(C)cc3C)n2)cc1,4.6µM*,?,/
CCOc1[nH]n(-c2ccc(Cl)cc2)c(=O)c1C=NCC(=O)OC,-10%,7%,?
Cc1ccccc1NC(=O)Cn1c([N+](=O)[O-])cnc1C,3%,0%,-3%
N#Cc1cccc(-c2ccc3ncnc(N4CCNCC4)c3c2)c1,-13%,/,-20%
O=C(NCCc1c[nH]c2ccccc12)C(=O)NCC1CCCO1 (stereo unspecified),7%,4%,4%
CN1CCN(c2ncc3nc(CCc4ccccc4)c(=O)n(Cc4cccs4)c3n2)CC1,?,/,?
CCCOC(=O)CSc1nnc(-c2ccccc2Cl)o1,-4%,-3%,18%
O=C(c1ccccc1C(F)(F)F)N1CCN(S(=O)(=O)c2ccccc2)CC1,2%,6%,-7%
CN(c1ccccc1)S(=O)(=O)c1ccc(Cl)c(C(=O)NCC(c2ccco2)N2CCCC2)c1 (stereo unspecified),13µM*,6%,/
CSCCC(NS(=O)(=O)c1ccccc1F)C(=O)N1CC=C(c2ccccc2)CC1 (stereo unspecified),?,-9%,-9%
COc1ccc(/C=C(\C#N)c2nc3ccccc3c(=O)[nH]2)cc1OC,?,-11%,/
# More compounds:
SMILES,DT40 TDP1 CPT,FEN1 inhibitor,N370S GC
O=C(c1ccc(N2CCN(C(=O)c3ccccc3)CC2)cc1)c1cccc(F)c1,?,-26%,-9%
CC(C)(C)C(=O)/C=C/Nc1ccccc1O,12µM*,5%,-12%
COCCCNC(=O)c1ccccc1C(F)(F)F,?,17%,-5%
Cc1ccc(NC(=O)C(C)c2cccc(C(=O)c3ccccc3)c2)cc1 (stereo unspecified),15µM*,-16%,30%
CCCCNS(=O)(=O)CCNCCc1ccccc1,35%,0%,/
COC(=O)c1cc(=O)nc2sc3cc(OC)ccc3n12,-21%,12%,0%
Cc1c(NC(=S)NC(=O)c2ccc(Br)o2)c(=O)n(-c2ccccc2)n1C,9%,-8%,2%
CC1(C)CC(/C=C/c2ccccc2)=Nc2ccccc2N1,18µM*,12%,4%
O=C(CCNC(=O)c1ccc(Br)cc1)NNC(=O)c1ccccc1,1%,9%,/
O=C(Nc1ccc(Br)cc1F)C(NS(=O)(=O)c1cccc2nsnc12)c1ccccc1 (stereo unspecified),-9%,-17%,/
COc1ccccc1N1CCNC(C)C1=O (stereo unspecified),?,2%,-5%
COc1ccc(N2CCN(C(=S)Nc3ccc(S(N)(=O)=O)cc3)CC2)cc1,-27%,0%,6%
O=C(NNS(=O)(=O)c1ccc(F)cc1)c1cnn(-c2ccccc2)c1C(F)(F)F,-5%,2%,6%
CC1CCCCN1S(=O)(=O)CCNC(=O)c1ccccc1 (stereo unspecified),-23%,9%,-5%
Cc1ccc(-c2csc(N)n2)s1,-15%,-2%,-18%
Cc1nc2nncn2c(NCc2ccc(F)cc2)c1C,5.2µM*,-4%,/
C(/C=C/c1ccccn1)=C\c1ccccc1,-16%,-3%,/
CCN(CC(=O)Nc1ccc(NC(C)=O)cc1)C(=O)CCCN1C(=O)c2ccccc2C1=O,-19%,8%,-9%
O=C(COC(=O)c1cc(=O)c2ccccc2o1)NC1CCCCC1,-1%,-13%,3%
O=C(Oc1cccnc1)c1ccc(Cl)c(Cl)c1,?,13%,4%
O=C(COc1ccccc1C(=O)Nc1cccnc1)Nc1ccc(Br)cc1,?,5%,/
CC(C)CCNC(=O)CN(C(=O)CCC(=O)Nc1nccs1)C1CCCCC1,-6%,7%,0%
COc1ccc(NC(=O)c2oc3ccccc3c2NC(=O)c2ccco2)c(OC)c1,6.3µM*,0%,10%
O=C1OC(/C=C/c2ccc(Cl)cc2Cl)=NC/1=C\c1cccs1,?,12%,0%
O=S(=O)(NCc1nc2cccnc2n1Cc1ccccc1Cl)c1ccc(F)c(Cl)c1,?,-13%,/

# Whole records from above. Order of screens: DT40 TDP1 CPT	FEN1 inhibitor	N370S GC
# Cc1ccc(NC(=O)C(C)c2cccc(C(=O)c3ccccc3)c2)cc1 (stereo unspecified) as listed: 15µM*	-16%	30%
# CCCOC(=O)CSc1nnc(-c2ccccc2Cl)o1 as listed: -4%	-3%	18%

# (next part)
SMILES,DT40 TDP1 CPT,FEN1 inhibitor,N370S GC
COc1ccc(-c2csc(NCCn3c(C)nc4cc(C(F)(F)F)ccc43)n2)cc1,?,-4%,/
Cc1ccccc1C(=O)N1CCC(C(=O)Nc2ccc(S(=O)(=O)N3C(C)CCCC3C)cc2)CC1 (stereo unspecified),12µM*,9%,/
CCOC(=O)C(=O)NNc1ccc(C)cc1,-11%,1%,-1%
CCc1nnc(NC(=O)CSc2nc(SC)ns2)s1,-12%,-3%,2%
COc1ccc(N(C(=O)Cn2nnc3ccccc32)C(C(=O)NCc2ccccc2)c2ccc(F)cc2)cc1 (stereo unspecified),?,0%,/
O=C(NNC(=O)c1ccc(S(=O)(=O)N2CCCCC2)cc1)c1ccc(F)cc1,-2%,-9%,-15%
COc1ccc(CC(=O)Nc2sc3c(c2C(=O)Nc2cccc(Cl)c2)CCCCC3)cc1,?,-12%,/
CN(Cc1ccccc1F)c1nc(-c2cccnc2)nc2ccccc12,21µM*,-6%,4%
Cc1ccc(Cl)cc1NC(=O)N[C@@H](CC(C)C)C(=O)O,-3%,1%,1%
O=C1CN(C(=O)c2cccc(F)c2)C(c2ccc(F)cc2)c2cc(F)ccc2N1 (stereo unspecified),4%,1%,-7%
Cc1cc(C)nc(N/N=C2/CCSc3ccc(F)cc32)n1,?,11%,4%
COc1ccc(N2CCN(C(CNC(=O)C(=O)NCC3CCCO3)c3ccco3)CC2)cc1 (stereo unspecified),-23%,11%,-7%
O=C1CCCC2=C1CC(C(=O)OCc1ccccc1)C(=O)N2Cc1ccccc1 (stereo unspecified),-16%,2%,/
Cc1ccc(OC(C)C(=O)Nc2ccc3c(c2)n(C)c(=O)n3C)cc1C (stereo unspecified),-14%,-20%,3%
O=C(Nc1ccccc1Cl)c1ccccc1,2%,-10%,11%
NC(=O)CC(NC(=O)Cc1ccc(Cl)cc1)c1ccc(NC2CCCCCC2)c([N+](=O)[O-])c1 (stereo unspecified),-12%,-14%,-5%
COc1cc(OC)c(NC(=O)c2cn(C3CCCC3)c(=O)c3c2c2ccccc2n3C)cc1Cl,?,2%,/
Cc1cc(C(=O)Nc2ccc3c(c2)OCO3)cs1,-18%,-12%,11%
CSCCC(NC(=O)c1ccccc1)C(=O)NC1CCCC1 (stereo unspecified),1%,-3%,30%
COc1ccccc1S(=O)(=O)Cc1ccc(C(=O)N2CCN(c3cccc(Cl)c3)CC2)o1,6.5µM*,-4%,8%
NC(=O)COC(=O)c1cccc(S(=O)(=O)N2CCN(c3ccccc3)CC2)c1,-3%,17%,-3%
COc1ccccc1CNC(=O)COC(=O)c1ccc(-n2cnnn2)cc1,-5%,15%,0%
O=c1[nH]c(CCC2CCCC2)nc2ccccc12,?,6%,-1%
CCCn1c2ccccc2c2nnc(SCC(=O)OC)nc21,-26%,-3%,-2%
O=C(OCC#CCSc1nnc(-c2ccc([N+](=O)[O-])cc2)o1)c1cccs1,?,2%,-1%
# The results go on:
SMILES,DT40 TDP1 CPT,FEN1 inhibitor,N370S GC
COc1ccccc1OCCN(C#N)c1nc(N(C)C)nc(N(C)C)n1,21µM*,1%,9%
COCCN1Cc2cccc(C(=O)N3CCN(c4ccccc4)CC3)c2C1=O,-8%,1%,-3%
COc1ccc(Cl)cc1C(=O)Nn1cnc2ccccc2c1=O,?,-2%,3%
O=C(COc1cc2oc(=O)cc(-c3ccccc3)c2cc1Cl)NCCN1CCOCC1,4.1µM*,18%,?
O=C(Nc1ccccc1Cl)c1cccc(NC(=O)C2CCCC2)c1,-29%,-21%,9%
Cc1ccc2[nH]cc(C(=O)CN3CCN(c4ccccn4)CC3)c2c1,?,0%,5%
COc1ccc(C2C(C#N)=C(C)NC3=C2C(=O)c2ccccc23)cc1 (stereo unspecified),?,-1%,4%
COc1ccc2nc(Sc3c([N+](=O)[O-])nc(C)n3Cc3ccccc3)[nH]c2c1,18µM*,-10%,6%
COc1ccc(Nc2nc(C)cc(C)c2C#N)cc1OC,-13%,11%,-3%
CCOC(=O)C1CCCN(C2=C(NS(=O)(=O)c3ccc(Br)cc3)C(=O)c3ccccc3C2=O)C1 (stereo unspecified),18µM*,-22%,10%
COc1ccccc1CNC(=O)c1ccc(CSc2nc3ccncc3n2Cc2ccccc2C)cc1,?,-16%,/
COc1ccc(NC(=O)Cn2c(CCC(=O)O)ccc2-c2ccc(C)cc2)cc1,1%,17%,9%
Cc1cc(O)c(C(=O)c2cnc3c(c2)COc2ccccc2-3)cc1Cl,?,?,/
CCOC(=O)/C(C#N)=C1/CCCCCN1C,-21%,1%,8%
CCOC(=O)C1=C(COc2ccccc2)NC(=O)NC1c1cccc([N+](=O)[O-])c1 (stereo unspecified),3%,-23%,6%
Cc1c(Cl)cccc1NC(=S)N/N=C/c1ccccc1Cl,?,14%,5%
CC(NC(=O)C1c2ccccc2Oc2ccccc21)C1CCCO1 (stereo unspecified),2%,-3%,-2%
CCOc1ccccc1NC(=O)C(Sc1nnnn1C)c1ccccc1 (stereo unspecified),-5%,-6%,24%

# Structures from the list above that contain a Cl atom (19):
SMILES,DT40 TDP1 CPT,FEN1 inhibitor,N370S GC
Cc1ccccc1Nc1sc(C(=O)Nc2cccc(Cl)c2)c(N)c1C(N)=O,19%,-14%,-16%
COc1ccc(NC(=O)CCN2CCN(S(=O)(=O)c3ccc(Cl)cc3)CC2)cc1,-23%,2%,-2%
CCOc1[nH]n(-c2ccc(Cl)cc2)c(=O)c1C=NCC(=O)OC,-10%,7%,?
CCCOC(=O)CSc1nnc(-c2ccccc2Cl)o1,-4%,-3%,18%
CN(c1ccccc1)S(=O)(=O)c1ccc(Cl)c(C(=O)NCC(c2ccco2)N2CCCC2)c1 (stereo unspecified),13µM*,6%,/
O=C(Oc1cccnc1)c1ccc(Cl)c(Cl)c1,?,13%,4%
O=C1OC(/C=C/c2ccc(Cl)cc2Cl)=NC/1=C\c1cccs1,?,12%,0%
O=S(=O)(NCc1nc2cccnc2n1Cc1ccccc1Cl)c1ccc(F)c(Cl)c1,?,-13%,/
COc1ccc(CC(=O)Nc2sc3c(c2C(=O)Nc2cccc(Cl)c2)CCCCC3)cc1,?,-12%,/
Cc1ccc(Cl)cc1NC(=O)N[C@@H](CC(C)C)C(=O)O,-3%,1%,1%
O=C(Nc1ccccc1Cl)c1ccccc1,2%,-10%,11%
NC(=O)CC(NC(=O)Cc1ccc(Cl)cc1)c1ccc(NC2CCCCCC2)c([N+](=O)[O-])c1 (stereo unspecified),-12%,-14%,-5%
COc1cc(OC)c(NC(=O)c2cn(C3CCCC3)c(=O)c3c2c2ccccc2n3C)cc1Cl,?,2%,/
COc1ccccc1S(=O)(=O)Cc1ccc(C(=O)N2CCN(c3cccc(Cl)c3)CC2)o1,6.5µM*,-4%,8%
COc1ccc(Cl)cc1C(=O)Nn1cnc2ccccc2c1=O,?,-2%,3%
O=C(COc1cc2oc(=O)cc(-c3ccccc3)c2cc1Cl)NCCN1CCOCC1,4.1µM*,18%,?
O=C(Nc1ccccc1Cl)c1cccc(NC(=O)C2CCCC2)c1,-29%,-21%,9%
Cc1cc(O)c(C(=O)c2cnc3c(c2)COc2ccccc2-3)cc1Cl,?,?,/
Cc1c(Cl)cccc1NC(=S)N/N=C/c1ccccc1Cl,?,14%,5%
